Source: PubChem
p53ts 32C kill: cytotoxicity in p53ts cells at permissive temperature. H1299-p53A138V at 32C, ATP luminescence viability, 24 h. Potency, µM (highest dose often 46.1 µM), inactives show at the top dose activity change, negative = cytotoxicity, hits mostly cytotoxic. 0.93% of 130,000 active;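 further: 0% = DMSO and -100% = full killing by reference compound; nearly all actives have a fitted effect of over 55% in size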
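Cells: H1299 p53ts (A138V), 600/well, pre-incubated 16–30 h at 37C. Cpd up to 46 uM, 24 h, 32C. Readout: ATPlite luminescence, 20 min RT. Normalization: DMSO vs tamoxifen 100 uM. AC50 by Hill equation.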
Peg3 imprint: induces erasure of genomic imprints in mouse ES cells. mouse ES Peg3-LacZ reporter, beta-gal luminescence, 40 h. Potency, µM (doses to about 60.7 µM), without a hit: at the top dose activity change, positive = activation, usual class: activators. 0.02% of 110,000 active;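 further: 0% = negative control wells on the plate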
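Gelatin-coated wells received 300 freshly trypsinized female ES cells with a Peg3LacZ-Neo reporter on the maternal allele, then incubated 40 hours at 37C. BetaGlo was added for 5 minutes at room temperature before a single luminescence read.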
p53ts 39C kill: kills p53ts cells at the nonpermissive temperature. H1299-p53A138V viability at 39C, ATP luminescence, 24 h. AID 902. Potency, µM (doses to about 46.1 µM), without a hit: at the highest dose activity change, negative = cell killing, most hits filed as cytotoxic. 1.5% of 130,000 active; further: nearly all actives have a fitted effect of over 55% in size
IkB signaling: inhibitors of IkB signaling in ABC-DLBCL cells; ABC-DLBCL IkBa-CBG/CBR dual luciferase ratio, 4 h; response scale: scaled: untreated 0%, proteasome inhibitor 100%; Potency, µM (highest dose often 57.1 µM), without a hit: top-dose IkBa stabilization activation; 0.04% of 110,000 active; active means well fitted curve in the direction sought with a large enough effect in the signal ratio, not every such curve was filed as active; inconclusive means small, poorly fitted or top-dose-only effect, or a change in a side signal; the % refers to the signal ratio;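 further: the direction sought is a rising ratio; 0% = basal untreated cells and 100% = reference inhibitor full response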
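In this assay, an IκBα–CBG68 fusion accumulates when IKK-driven degradation is blocked; native CBR normalizes for cell number. OCI-Ly3 cells were treated 4 h with compound and doxycycline, then green and red light read after Chroma-Glo addition.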
The depositor's hits bear a star; ? = inconclusive; nt = no result given; [ ] = remark or other dose. Unless noted, the call rests on the fitted dose curve; in most records, active means well fitted curve in the direction sought with a large enough effect; inconclusive means small, poorly fitted or top-dose-only effect, or another doubt; inactive means no such curve, though single readings can be large; an effect the other way counts as inactive or inconclusive. Unless noted, on the % scale 0 is the no-effect control and ±100 the full control effect; potency means the concentration at half of the fitted maximal effect.

Values run as follows: p53ts 39C kill, Peg3 imprint, p53ts 32C kill, IkB signaling
O=c1nc(N2CCOCC2)ccn1-c1nc(-c2ccccc2)oc1-c1ccccc1
  -4.2%, -6.8%, 5.0%, 2.1%
COC(=O)CSc1nnc(C)n1-c1cccc(C#N)c1
  6.5%, -3.0%, -4.0%, -0.5%
COc1ccc(NC(=O)Cn2nc(SC)c(S(=O)(=O)c3ccc(C)cc3)c2N)cc1OC
  -8.2%, -6.9%[10.9 µM], -0.9%, -0.2%
C[C@]12CCC3c4ccc(OCC(=O)O)cc4CCC3C1CCC2=O (stereo partly specified)
  11.6%[9.22 µM], ?, 0.2%[9.22 µM], 0.9%[11.4 µM]
O=C(NCCCn1ccnc1)Nc1cccc2ccccc12
  -0.4%, nt, -18.8%, nt
COC(=O)c1ccccc1NC(=O)c1c(NC(=O)c2ccco2)sc2c1CCC(C(C)(C)C)C2 (stereo unspecified)
  3.8%, -8.9%[10.9 µM], 5.5%, -4.7%
CC1CCCCC1NS(=O)(=O)c1ccc(S(=O)(=O)N2CCCC2)cc1 (stereo unspecified)
  6.5%, -11.5%, -5.2%, 2.4%
CCN1C(=O)c2ccccc2S(=O)c2ccc(C(=O)N3CCN(c4ccccc4OC)CC3)cc21 (stereo unspecified)
  3.2%, 18.1%[10.9 µM], 8.1%, ?
CC(=O)c1c(O)c(C)c(O)c2c1OC1=CC(=O)C(C(C)=O)C(=O)[C@@]12C (stereo partly specified)
  4.1%, -8.0%, -0.5%, nt
CCCCCCc1cc2cc(C(=O)NCc3ccccc3)c(=N)oc2cc1O
  11.2%, nt, 5.5%, nt
CCOC(=O)c1ccc(NC(=O)CN2C(=O)C(C)(C)c3ccccc32)cc1
  -18.1%, -1.5%[10.9 µM], ?, 2.2%
CCc1nccn1S(=O)(=O)c1ccc2ccccc2c1
  7.7%, -1.0%, -5.9%, -0.3%
O=C(Nc1ccccc1C(F)(F)F)N1CCC2(CC1)Oc1ccccc1C(=O)N2Cc1ccccc1F
  -2.1%, -15.6%[10.9 µM], 4.2%, ?
CC(C)OC(=O)C(C#N)c1nc2ccccc2nc1N1CCN(Cc2ccccc2)CC1 (stereo unspecified)
  4.1%, -11.0%, 5.2%, -0.8%
O=C(CCn1cccc1)Nc1cc(F)ccc1F
  -7.4%, nt, -1.3%, nt
Cc1cc(Cl)ccc1N1C(=O)CC(SCCC(=O)O)C1=O (stereo unspecified)
  14.0%, ?, -3.2%, 2.3%
Cc1cc(C)c(/C=C/c2onc(C)c2S(=O)(=O)N2CCC(C(=O)Nc3ccc(Cl)cc3C)CC2)c(C)c1
  -21.3%, 9.2%[10.9 µM], -9.9%, ?
O=C(Nc1nc2ccc(F)cc2s1)c1nc(SCc2ccccc2F)ncc1Cl
  -2.2%, -6.5%[10.9 µM], -1.3%, 0.4%
CCn1cc(C(=O)NCCCOC(C)C)c(=O)c2cc(S(=O)(=O)N(C)C3CCCCC3)ccc21
  -7.1%, 8.8%[10.9 µM], 21.8%, 0.7%
COc1ccccc1C1C(C(=O)Nc2ccccc2)=C(C)Nc2nc(-c3ccccc3)nn21 (stereo unspecified)
  18.2%, -1.9%[10.9 µM], 3.8%, ?

Of the compounds above, 3 have a Cl atom:
Values run as follows: p53ts 39C kill, Peg3 imprint, p53ts 32C kill, IkB signaling
Cc1cc(Cl)ccc1N1C(=O)CC(SCCC(=O)O)C1=O (stereo unspecified)
  14.0%, ?, -3.2%, 2.3%
Cc1cc(C)c(/C=C/c2onc(C)c2S(=O)(=O)N2CCC(C(=O)Nc3ccc(Cl)cc3C)CC2)c(C)c1
  -21.3%, 9.2%[10.9 µM], -9.9%, ?
O=C(Nc1nc2ccc(F)cc2s1)c1nc(SCc2ccccc2F)ncc1Cl
  -2.2%, -6.5%[10.9 µM], -1.3%, 0.4%

(continued)
Values run as follows: p53ts 39C kill, Peg3 imprint, p53ts 32C kill, IkB signaling
N#Cc1cccc(-c2nc3cnc(N4CCOCC4)nc3n(C3CC3)c2=O)c1
  -6.3%, ?, 1.8%, 1.8%[11.4 µM]
Cc1cc(N)n(-c2nc(-c3cccnc3)nc3ccccc23)n1
  -0.9%, 0.7%, 2.4%, -0.6%
COc1ccc(-c2cc(=O)oc3cc(OCc4nn[nH]n4)ccc23)cc1
  5.0%, -11.7%, 6.8%, 0.1%
CC(C)c1ccc(OCC(=O)Nc2cc(-c3nc4ncccc4o3)ccc2Cl)cc1
  -2.4%, -17.2%[10.9 µM], -8.4%, -1.0%
CCN(CC)S(=O)(=O)c1csc(C(=O)Nc2ccccn2)c1
  3.9%, -2.1%, -4.9%, 0.4%
O=C(NCc1ccc2c(c1)CCN2C(=O)c1ccncc1)c1cccc(F)c1
  -14.1%, -10.9%[10.9 µM], 0.8%, ?
O=C(Nc1nc(-c2ccc3c(c2)OCCO3)cs1)c1ccc(S(=O)(=O)N2CCCCC2)cc1
  -1.7%, -20.7%, 0.6%, 6.0%
Cc1ccc(S(=O)(=O)Nc2cccc3ncccc23)s1
  59.1%[activator], -33.4%[inhibitor], 9.4%, ?
O=C(CSc1nc2ncccc2[nH]1)c1ccc(F)cc1
  3.9%, -13.2%, -3.8%, 7.1%
O=C(CSc1nc2c(c(=O)n1-c1ccc(F)cc1)SCC2)NCc1ccco1
  13.7%, -9.0%, 11.0%, 0.2%
Cc1ccc(S(=O)(=O)Nc2ccc3nc(-c4ccc(F)cc4)oc3c2)cc1
  ?, -7.7%[10.9 µM], ?, ?
O=C(COc1ccc(Cl)cc1Cl)OCC(=O)N1CCCc2ccccc21
  -15.6%, nt, -8.8%, nt
Cc1nc2c(F)c(F)c(C(F)(F)F)c(F)c2[nH]1
  -4.7%, -9.0%, -5.7%, -2.0%
Cc1cccn2c(=O)c3cc(C#N)c(=O)n(-c4nnc(SCc5ccccc5F)s4)c3nc12
  9.3%, -12.5%[10.9 µM], 3.6%, -1.6%
O=C(C(Cc1ccccc1)N1C(=O)c2ccccc2C1=O)N1CCc2ccccc21 (stereo unspecified)
  -12.6%, nt, -7.8%, nt
CCOc1ccccc1NC(=O)c1sc2nc3n(c(=O)c2c1C)CCCCC3
  2.3%, -11.2%[10.9 µM], 14.6%, ?
CCc1nc2ccc(C(=O)N3CCN(c4cccc(C)c4C)CC3)cc2nc1CC
  -17.4%, 9.5%[10.9 µM], 10.2%, -0.9%
N#CC1=C(c2ccccc2)N=P(N2CCOCC2)(N2CCOCC2)N=C1N1CCOCC1
  -5.7%, 0.6%, -7.0%, 1.3%
COc1ccc(-c2nc3scc(CCNS(=O)(=O)c4c(C)cc(C)cc4C)n3n2)cc1OC
  -5.7%, -3.5%[10.9 µM], 2.7%, 3.5%
O=C(Cn1ccn(-c2ccc(F)c(F)c2)c(=O)c1=O)NCc1ccccc1
  -7.7%, -18.2%[10.9 µM], 8.2%, -0.5%

Gathered by group: the compounds so far containing a furan ring, fused or not.
Values run as follows: p53ts 39C kill, Peg3 imprint, p53ts 32C kill, IkB signaling
COC(=O)c1ccccc1NC(=O)c1c(NC(=O)c2ccco2)sc2c1CCC(C(C)(C)C)C2 (stereo unspecified)
  3.8%, -8.9%[10.9 µM], 5.5%, -4.7%
O=C(CSc1nc2c(c(=O)n1-c1ccc(F)cc1)SCC2)NCc1ccco1
  13.7%, -9.0%, 11.0%, 0.2%

(continued)
Values run as follows: p53ts 39C kill, Peg3 imprint, p53ts 32C kill, IkB signaling
Cc1nc2ncnn2c(N2CCN(c3cccc(C(F)(F)F)c3)CC2)c1C
  -22.2%, -21.7%, -9.1%, ?
Cc1cccc(C)c1NC(=O)Cn1c(=O)n(Cc2ccccc2Cl)c(=O)c2cccnc21
  -9.3%, -10.7%[10.9 µM], 10.9%, -0.8%
CC(C)N(Cc1ccccc1)S(=O)(=O)c1ccc(N2CCCCS2(=O)=O)cc1
  -10.0%, -6.5%[10.9 µM], -10.2%, 0.9%
Cc1ccc(S(=O)(=O)NCCc2cn3c(C)csc3n2)cc1
  -23.7%, -12.9%[10.9 µM], 1.9%, 1.8%
CCOC(=O)c1c(C)[nH]c(C)c1S(=O)(=O)N(C)CC(=O)Nc1cccc(C(F)(F)F)c1
  -8.3%, -3.3%[10.9 µM], -6.6%, 1.7%
O=C(COC(=O)c1n[nH]c2ccccc12)NC(=O)NC12CC3CC(CC(C3)C1)C2
  7.7%, -7.8%, 1.8%, 0.3%
CCN(c1ccc(OC)cc1)S(=O)(=O)c1nnc(NC(=O)c2ccccc2C)s1
  -24.9%, 2.7%[10.9 µM], 4.3%, 0.8%
c1nc(NC2CCCCCC2)c2[nH]cnc2n1
  -11.0%, -12.2%, 10.6%, -1.2%
O=C1C2C3C=CC(C3)C2C(=O)N1c1ccc2c(c1)CCC2 (stereo unspecified)
  -1.2%, 1.7%, -14.9%, 2.6%
COc1ccccc1CNC(=O)c1ccccc1NC(=O)c1nsc2ccccc12
  1.9%, 9.8%[10.9 µM], -1.9%, ?
C#CC1(O)CC(C)NCC1(C)CCC#N (stereo unspecified)
  10.3%, 2.0%, 4.2%, -0.6%
COc1ccc(N2CCCCn3c2nc2c3c(=O)[nH]c(=O)n2C)cc1
  2.6%, nt, -1.6%, -3.0%
CCc1nc2ccccc2n1CCC(=O)O
  14.2%, nt, 7.1%, nt
Cc1ccc(-c2ccc(=O)n(CC(=O)NCCc3ccc(Cl)cc3)n2)cc1
  -21.2%, -6.9%[10.9 µM], -0.6%, ?
O=C(NC1(C(F)(F)F)NC(=O)N(C2CCCCC2)C1=O)c1cccs1 (stereo unspecified)
  3.1%, 3.0%, -0.9%, 0.0%
CN1c2ccccc2-c2nc(SCC(=O)Nc3ccccc3)ncc2S1(=O)=O
  2.1%, -13.7%[10.9 µM], 5.5%, 2.0%
COc1cccc(CNCc2cccn2-c2nnc(N3CCN(c4ccccc4)CC3)s2)c1
  -16.3%, -9.6%[10.9 µM], -15.1%, ?
O=C(Cc1cccs1)Nc1ccc(C(=O)O)cc1
  3.3%, -77.7%[inhibitor], 20.0%, 0.3%
CCOc1ccc(NC(=O)CCS(=O)(=O)c2cccc3nsnc23)cc1
  -7.9%, -7.7%, 5.2%, 0.6%
O=C(O)COc1ccc(Br)cc1/C=N/O
  1.1%, 4.1%, -2.5%, 2.6%

Continued:
Values run as follows: p53ts 39C kill, Peg3 imprint, p53ts 32C kill, IkB signaling
CCN(CC)c1nn2c(=O)c(C(=O)NCCc3ccccc3)cnc2s1
  -6.2%, -6.9%[10.9 µM], -1.2%, -1.0%
COc1cc(C2C(C(C)=O)=C(O)C(=O)N2CCc2ccc(OC)c(OC)c2)ccc1O (stereo unspecified)
  8.3%, -4.8%, 3.1%, -0.1%
O=C(NCCN1CCN(c2cccc(Cl)c2)CC1)C1COc2ccccc2C1 (stereo unspecified)
  -10.2%, -0.7%[10.9 µM], -0.6%, 2.8%
O=C(CSc1nnc(-c2ccc(F)cc2)o1)N1CCCc2ccccc21
  -3.1%, 11.0%[10.9 µM], -7.2%, ?
COc1ccc(S(=O)(=O)NCC(c2ccc(N(C)C)cc2)N2CCc3ccccc32)cc1OC (stereo unspecified)
  -4.4%, 4.7%[10.9 µM], -1.3%, 3.6%
CCc1cc2cc(C)cc(C)c2nc1SCC(=O)N1CCCC1
  28.0%, nt, -4.1%, nt
COc1ccc(S(=O)(=O)N2CCOCC2)c(C)c1C
  10.6%, nt, -2.0%, nt
Clc1ccccc1Cn1nnc(-c2cccs2)n1
  -13.8%, -11.0%, -10.4%, 2.1%
CCc1nnc(NC(=O)CSc2nnc(C)n2Cc2ccccc2)s1
  6.0%, nt, ?, nt
Cc1ccc(N(CC(=O)NCCc2ccccc2C)S(=O)(=O)N(C)C)cc1
  -8.0%, -9.7%[10.9 µM], 0.0%, 3.8%
O=C(CN1N=C(c2ccc(Cl)cc2)CCC1=O)NCCc1ccccc1
  -8.9%, -12.3%[10.9 µM], -6.0%, ?
CSC1=NCCN1C(=O)c1ccc(S(=O)(=O)N2CCOCC2)cc1
  -3.0%, -3.7%, 10.0%, 2.7%
Cc1c(C(=O)OC2CCC(C)CC2)[nH]c2c1C(=O)CC(c1ccc(F)cc1)C2 (stereo unspecified)
  8.7%, 10.7%[10.9 µM], -1.0%, -0.5%
Nc1c(C(O)(C(F)(F)F)C(F)(F)F)ccc2ccccc12
  -1.7%, -17.3%, 11.5%, 6.8%
Cc1[nH]nc2c1C(c1ccc(F)cc1)C(C#N)=C(N)O2 (stereo unspecified)
  -8.3%, -8.7%, 3.0%, 2.8%
COc1ccc(S(=O)(=O)N(C)c2ccc(C(=O)NCC3CCCO3)cc2)cc1 (stereo unspecified)
  -8.4%, 7.3%, 2.1%, 1.3%
